Screens (PubChem BioAssay)
CASP6 VEID inh: blocks human caspase-6 cleavage activity | P55212 | purified caspase-6, Z-VEID-R110 cleavage fluorescence | inhibition, % at 12.5 µM | hit rate 0.53% among 350,000 | AID 686996;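 active = mean inhibition across replicates at least about 35%, with every replicate also reaching that limit, limit read from the data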;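 note: 0% = median of neutral control wells and 100% = no fluorescence left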
Target sequence (P55212 24-179 limits assumed): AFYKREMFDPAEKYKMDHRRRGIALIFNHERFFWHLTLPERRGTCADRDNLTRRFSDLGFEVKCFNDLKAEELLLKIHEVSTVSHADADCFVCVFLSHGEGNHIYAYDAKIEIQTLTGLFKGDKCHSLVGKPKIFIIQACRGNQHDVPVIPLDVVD
Target sequence (P55212 194-293 limits assumed): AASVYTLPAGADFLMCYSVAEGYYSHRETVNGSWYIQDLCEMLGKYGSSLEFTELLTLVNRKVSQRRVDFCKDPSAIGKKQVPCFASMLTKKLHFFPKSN
PGC1a acetyl inh: PGC1a acetylation modulation, inhibitor mode; U2OS PGC1a acetylation, AlphaScreen anti-acetyl-lysine; with virally co-expressed GCN5 acetyltransferase; inhibition, % at 15.6 µM; hit rate 0.17% among 350,000; AID 651687;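 active = every replicate shows inhibition of at least 40%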;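 note: 0% = neutral control wells and 100% = positive control wells; some results beyond the cut were filed as inactive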
FN deposition inh: fibronectin deposition inhibition | AH1F fibroblasts, Alexa488-fibronectin deposition fluorescence, overnight | inhibition, % at 12.6 µM | hit rate 0.086% among 350,000 | AID 743247;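 active = mean inhibition across replicates of 30% or more, regardless of how many single replicates reach that level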;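 note: positive control wells lacked labelled fibronectin entirely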
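Material: AH1F fibroblasts assembling fluorescent fibronectin matrix; amount: 10000 AH1F cells/well; medium: DMEM, 2% serum; reagent: Alexa488-fibronectin, 24 nM final in well; dosing: single compound dose, delivered by pin transfer; incubation: 1 h adhesion, overnight exposure; detection: fluorescence after three HBSS washes, excitation 485 nm, emission 525 nm; measure: fibronectin deposition inhibition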
EWS-Fli inh: EWS/Fli transcriptional activity inhibition; A673 NR0B1-luciferase reporter, viability-normalised; inhibition, % at 12.6 µM; hit rate 0.67% among 350,000;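 active = mean inhibition of at least 50% after viability correction, with every replicate also passing that limit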;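 note: firefly luciferase signal divided by Alamar Blue viability fluorescence both relative to DMSO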
PAX8 reporter: inhibitors of PAX8 transcriptional activity in RMG-I cells; RMG-I TPO-luciferase reporter, SteadyGlo, 24 h; inhibition, % at 12.6 µM; hit rate 1.2% among 360,000; AID 652154;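 active = mean replicate inhibition at least 60% with every replicate also reaching 60%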;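 note: luciferase light reporting Pax8 driven TPO promoter activity; plate controls were median of neutral control wells for no effect and mitoxantrone controls for full effect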
LGR2 inh: inhibitors of bursicon-induced Drosophila LGR2 receptor cAMP signaling; HEK293 LGR2, CRE-luciferase, bursicon-stimulated, 4 h; inhibition, % at 9.99 µM; hit rate 0.35% among 380,000; AID 720647;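 active = drop in luminescence signal, shown as inhibition above about 50% in the replicate tests, limit read from the data, passing the limit was not always enough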;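 note: agonist challenge used bursicon conditioned medium at about half maximal strength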
Cneo AK release: causes C. neoformans cell lysis; hit rate 0.2% among 360,000; adenylate kinase release luminescence, 4 h; normalised: neutral wells 0, clomiphene wells 100; lysis activity, % at 15 µM;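 active = mean lysis activity across replicates of at least 80%, whatever share of replicates individually reach that level; inactive = mean lysis activity below 80%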
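Schedule: static 4 h at 37 °C with compound, 1 h detection; system: C. neoformans cells; benchmarks: Clomiphene as positive control; buffer or medium: fresh YPD medium; measure: luminescence rise reflecting yeast cell lysis; measured by: luminescent adenylate kinase detection reagent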
miR-122 sensor: inhibitors of miR-122 in Huh7 cells; Huh7 miR-122 Renilla luciferase sensor, 48 h; neutral wells = 0, positive control = 100; activation (reporter increase), % at 12.5 µM; hit rate 0.3% among 340,000;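 active = mean replicate activation score at least 90 and every replicate individually at or above 90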;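 note: higher luciferase means less miR-122 activity so hits act as miR-122 inhibitors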
Numbers without * were called inactive; x = not tested or not shown; [ ] = remark or other dose. Random draw from the library (roughly 2.5% active in at least one column).

SMILES | CASP6 VEID inh | PGC1a acetyl inh | FN deposition inh | EWS-Fli inh | PAX8 reporter | LGR2 inh | Cneo AK release | miR-122 sensor
CNC(C)C(=O)NC(C(=O)N1CCCC1C(=O)Nc1ccc2ncccc2c1)C(C)C (stereo unspecified) | -1 | x | -7 | -8 | -12 | 2 | 0 | x
COc1ccc(NC(=O)Nc2cccc3c2O[C@H](CN(C)Cc2ccc(Oc4ccccc4)cc2)[C@@H](C)CN([C@H](C)CO)C3=O)cc1 | 1 | -18 | x | -4 | 44 | 5 | x | x
CC(C)C[C@@H]1COc2cccc(N(C)CCO)c2S(=O)(=O)N1 | -5 | x | 1 | 4 | 9 | -5 | x | x
CC(C)n1nnnc1C1c2ccccc2C(=O)N1CCCn1ccnc1 (stereo unspecified) | -2 | x | -4 | 1 | -4 | 10 | x | x
Cc1csc(NC(=O)c2ccc(C)c(S(=O)(=O)N3CCOCC3)c2)n1 | 0 | x | 4 | -2 | 10 | -3 | x | x
CC(C)c1ccc(CNc2ccc(N3CCOCC3)cc2)cc1 | x | -1 | -1 | x | x | x | 1 | 3
O=C(CCN1CCN(c2ccccc2F)CC1)Nc1cccc(F)c1 | -1 | x | 2 | 5 | 17 | -6 | 0 | x
O=C(Nc1ccccc1Cl)N1C[C@H]2[C@@H](c3ccccc31)[C@H](CO)N2Cc1ccccc1 | 0 | -12 | x | 4 | 18 | -6 | -10 | -12[16.7 µM]
CSCC[C@H](NC(=O)[C@H](Cc1ccccc1)n1c(=O)[nH]c2ccccc2c1=O)C(=O)NCC1CCC(C(=O)O)CC1 (stereo partly specified) | 0 | -2 | x | -2 | x | -8 | -4 | -3
CC(=O)Nc1ccc2nc(CN3CCN(CC(C)C)C(CCO)C3)ccc2c1 (stereo unspecified) | -14 | -8 | 0 | 8 | -8 | -7 | -1 | 12
O=C(COC(=O)c1ccc([N+](=O)[O-])o1)NC1CCS(=O)(=O)C1 (stereo unspecified) | 49* | x | 1 | 7 | x | 1 | x | x
O=C(Nc1ccc(F)cc1)N1C[C@@H]2[C@H](c3ccccc31)[C@@H](CO)N2C(=O)c1ccccc1F | 1 | 3 | x | 2 | -7 | 7 | 55 | 0[16.7 µM]
Cc1ccc(C(=O)N2N=C(c3cccc(NS(C)(=O)=O)c3)CC2c2cccs2)cc1 (stereo unspecified) | -3 | -3 | 3 | -1 | 13 | 7 | 0 | 0
CCCCCC(=O)Nc1cccc(S(=O)(=O)NC2=NCCCCC2)c1 | -1 | 9 | 4 | 10 | 6 | x | 0 | 4
CN(C)C(=O)CCc1ccc2c3c([nH]c2c1)[C@]1(CCC2CCCC2)[C@@H](C(=O)N2CCOCC2)C[C@H](CC(=O)NCCCn2ccnc2)C(=O)N1CC3 | -25 | x | x | 1 | 2 | 7 | -1 | x
CC=Cc1ccc2n(c1=O)C[C@@H]1[C@@H](CO)[C@H](C(=O)N(C)C)[C@H]2N1C(=O)c1ccccc1 (mixture of isomers) | 0 | x | x | -4 | 3 | -2 | -1 | 1[16.7 µM]
c1cn(CCCNc2ncnc3nc[nH]c23)cn1 | -6 | 5 | 0 | -1 | -8 | 10 | -1 | 1
COc1ccc(-c2cc(=O)oc3cc(OC(C)C(=O)NCCCn4ccnc4)ccc23)cc1 (stereo unspecified) | -2 | -15 | x | 10 | x | x | 9 | 13
NC(=O)C1CCN(c2cc(Cl)ccc2[N+](=O)[O-])CC1 | 3 | -3 | -4 | 0 | 18 | x | x | x
COc1ccc(NC(=O)N(C)C[C@H]2Oc3ccc(NC(=O)Nc4ccc(F)cc4)cc3C(=O)N([C@@H](C)CO)C[C@H]2C)cc1 | 2 | 9 | x | -1 | x | -18 | 1 | -6[16.7 µM]
Cc1cc(N2CCOCC2)nc(SCC(=O)OCc2ccccc2)n1 | 3 | 4 | -9 | -2 | 7 | -12 | 12 | 1
CCC(=O)N1C[C@@H](C)[C@H](OC)CN(C)C(=O)c2ccc(NC(=O)C3CCCCC3)cc2OC[C@H]1C | 0 | x | 8 | 5 | 1 | 0 | -9 | 1[16.7 µM]
CN(C)c1ccc(C(C(=O)NC(C)(C)C)N(C(=O)c2csnn2)C2CC2)cc1 (stereo unspecified) | x | 13 | 4 | x | -19 | x | 2 | -5
O=S(=O)(NCc1ccccc1Cl)c1ccc(-n2cccn2)cc1 | -2 | -8 | 3 | 10 | 13 | -6 | 0 | 42
CCSc1nnc(SCC(=O)c2c(N)n(C)c(=O)n(C)c2=O)s1 | -3 | -2 | -1 | -4 | -1 | -8 | 0 | 10
NC(N)=NS(=O)(=O)c1ccc(NC(=S)NC(=O)c2ccccc2)cc1 | 1 | -2 | 5 | -4 | 5 | -7 | -4 | -4
O=C(NCCCCNC(=O)c1c(F)c(F)c(F)c(F)c1F)c1c(F)c(F)c(F)c(F)c1F | x | 0 | 8 | x | 9 | x | 0 | 3
CCN(CC)CCCN(Cc1cc2cc3c(cc2[nH]c1=O)OCO3)C(=S)Nc1ccccc1 | -8 | -7 | -9 | 17 | 4 | 9 | 0 | -2
O=C(NCC1CCCCC1)[C@@H]1[C@@H](CO)[C@@H]2Cn3c(cccc3=O)[C@H]1N2CCc1ccccc1 | -1 | x | x | 7 | x | 10 | -1 | x
CCOC(=O)c1ccccc1Nc1cc(C)nc2nc(C)nn12 | 0 | 3 | 4 | 0 | -13 | -1 | 1 | 0
NS(=O)(=O)c1cnccc1NCCc1ccccc1 | 1 | -2 | 8 | 10 | 8 | -11 | -3 | 0
CCCC1(c2ccccc2)NC(=O)N(CC(=O)Nc2ccc3c(c2)OCCO3)C1=O (stereo unspecified) | 0 | -10 | 3 | 4 | -3 | -1 | 1 | 3
CCCC(=O)Nc1ccc2c(c1)OC[C@H](C)N(Cc1cncnc1)C[C@@H](C)[C@@H](OC)CN(C)C2=O | 1 | -8 | -1 | -1 | -10 | 0 | 1 | x
Cc1ccccc1CN1C(=O)c2ccccc2C1c1nnnn1C(C)C (stereo unspecified) | -2 | x | -1 | -1 | -12 | -20 | x | x
CC(C)c1ccccc1NC(=S)NC(=O)C1CCCCC1 | -1 | -7 | -1 | 14 | 10 | -11 | 14 | -7
C[C@H](CO)N1C[C@H](C)[C@H](CN(C)Cc2ccccn2)Oc2ncc(C#CC3CC3)cc2C1=O | -1 | 6 | -4 | -7 | x | -4 | -1 | -5[16.7 µM]
O=C(CCc1c[nH]c2ccccc12)Nc1ccc(Nc2ccccc2)cc1 | 0 | x | 19 | 5 | 23 | 5 | x | x
COc1ccc(NC(=S)N2CCN(S(C)(=O)=O)CC2)cc1OC | 0 | x | 0 | x | 1 | 3 | -6 | x
CCOc1cc(C(=O)N(C)CC(=O)Nc2cccc(F)c2)ccc1OCC(=O)N1CCCCC1 | 1 | x | -1 | 8 | 25 | 3 | -4 | x
O=C(Cn1cccc1C(=O)c1ccccc1)NCCCN1CCc2ccccc2C1 | -7 | x | 1 | 0 | 10 | 13 | x | x
Cc1ccc(S(=O)(=O)N2CCCCC2)cc1C(=O)NCCc1ccccc1 | 4 | -2 | 4 | 4 | -10 | -10 | 2 | 4
CCOc1cc(C(=O)OCC(=O)c2c[nH]c3ccccc23)ccc1OCC(=O)N1CCOCC1 | x | 2 | x | x | x | -4 | -1 | -7
CCOc1ccccc1NC(=O)CC1(CC(=O)N2CCOCC2)CCCC1 | -2 | -5 | x | 7 | -10 | -3 | 4 | 0
COc1ccc(N2CCN(C(=O)C(Cc3ccccc3)NC(=O)c3ccccc3)CC2)cc1 (stereo unspecified) | 7 | -5 | -1 | 6 | -6 | 7 | 4 | 12
Cc1cc(=O)oc2cc(NC(=O)COc3ccccc3[N+](=O)[O-])ccc12 | 3 | -9 | 0 | -18 | -17 | -5 | 0 | -8
CC(=O)c1ccccc1NS(=O)(=O)c1cccc2nonc12 | 2 | x | x | 0 | 9 | 4 | 4 | x
CCCNC(=O)N[C@H]1CC[C@@H](CC(=O)N2CCN(C)CC2)O[C@H]1CO | -1 | 9 | -15 | -3 | -9 | 5 | -2 | x
C[C@@H]1CN([C@H](C)CO)C(=O)c2c(c3ccccc3n2C)-c2ccccc2CO[C@H]1CN(C)C(=O)Nc1ccnc(N2CCOCC2)c1 | 6 | x | -7 | 9 | -12 | -1 | x | x
CN(Cc1ccc(Cl)c(Cl)c1)C(=O)c1cccc(S(=O)(=O)N2CCN(Cc3ccccc3)CC2)c1 | -137 | 6 | x | 11 | 34 | 4 | -1 | -1
C/C=C/c1ccc([C@@H]2[C@H](CO)N3CCCCN(S(=O)(=O)c4cccc(C)c4)C[C@@H]23)cc1 | 1 | -20 | x | 25 | -25 | 8 | -1 | -2[16.7 µM]
COCCN(C(=O)Cc1cccs1)C(C(=O)NC1CCCC1)c1ccc(OC)c(OC)c1 (stereo unspecified) | 7 | x | -1 | 0 | 2 | 16 | 0 | x
CC(C(=O)O)n1nc(-c2ccccc2)c2ccccc21 (stereo unspecified) | 0 | 4 | 0 | 8 | 0 | 13 | 2 | 9
CCN(CC)C1Oc2cc3c(cc2C(c2cc(OC)c(O)c(OC)c2)C1C)OCO3 (stereo unspecified) | 1 | -8 | x | 3 | 2 | -4 | x | -3
COc1ccc(NC(=O)Nc2ccc3c(c2)C(=O)N([C@H](C)CO)C[C@H](C)[C@@H](CN(C)C(=O)Nc2c(C)noc2C)OCCCC[C@H](C)O3)cc1 | 1 | 4 | -6 | 2 | x | 1 | 1 | 2[16.7 µM]
CCCNC(=O)Nc1ccc2c(c1)OC[C@@H](C)N(C(=O)C1CCC1)C[C@@H](C)[C@H](OC)CN(C)C2=O | -2 | x | -3 | 1 | -3 | 2 | 1 | -1[16.7 µM]
C[C@@H]1CN([C@H](C)CO)C(=O)c2cc(-c3cccc(C(=O)N(C)C)c3)cnc2O[C@@H]1CN(C)C(=O)Cc1ccccn1 | 2 | 17 | -4 | -11 | x | 3 | 1 | -3[16.7 µM]
CCC1=Nc2cc(C(=O)O)ccc2Sc2ccc(Cl)cc21 | 7 | -5 | 3 | 10 | 8 | -18 | 0 | -3
CCc1ccccc1NC(=O)C(Cc1cccc(OC)c1OC)c1nn[nH]n1 (stereo unspecified) | x | 2 | 5 | x | -6 | x | 1 | 1
C[C@@H]1CN([C@H](C)CO)C(=O)c2cc(NC(=O)Nc3ccc4c(c3)OCO4)ccc2O[C@H]1CN(C)S(=O)(=O)c1ccc(Cl)cc1 | -2 | 10 | 2 | -3 | x | x | -3 | -2[16.7 µM]
COc1ccc(OC(=O)c2cc3ccccc3o2)cc1 | x | 3 | x | x | x | -10 | -2 | 14
